Screening results (PubChem BioAssay)
Rac1 wt GTP bind: alters GTP binding to wildtype human Rac1; P63000; GST-Rac1 beads, fluorescent GTP binding, flow cytometry; actives lie on both sides; 0 = cold GTP competed, 100 = untreated; GTP binding activity (% of control), % at 10 µM; 190,000 tested, 0.27% active; AID 757;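 active = GTP binding activity at least 20 points away from the 100% control level, either lower or higher; inconclusive = compound flagged as likely green fluorescent, judged across all proteins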
HRas wt GTP: modulators of GTP binding to human HRas wildtype; GST-Ras wt beads, Bodipy-FL-GTP binding, flow cytometry; actives lie on both sides; AID 759; GTP binding activity, % at 10 µM; 190,000 tested, 0.14% active; P01112;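 active = GTP binding activity at least 20% away from the 100% baseline, either lowered as inhibitor or raised as activator; inconclusive = flagged as likely green fluorescent, judged across all proteins in the well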;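 note: 0% = unlabeled GTP competition control and 100% = no-compound control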
Bcl-W Bim block: disrupts Bim peptide binding to human Bcl-W; inhibition, % at 10 µM; 190,000 tested, 0.02% active; Q92843; bead-based flow cytometry;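 note: 0% = bound tracer without compound and 100% = peptide blocker; higher means less fluorescent Bim peptide bound to Bcl-W beads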
Rab7 wt modul: modulators of GTP binding to dog Rab7 wildtype GTPase; GST-Rab7 beads, fluorescent GTP binding, flow cytometry; actives lie on both sides; untreated = 100%, excess cold GTP = 0%; GTP binding activity (percent of control), % at 10 µM; 190,000 tested, 0.055% active; AID 758;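 active = fluorescent GTP binding to Rab7 beads changed by at least 20 points from the 100% baseline, either direction, mostly lower; inconclusive = compound itself probably fluorescent, or too few beads counted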;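 note: median green fluorescence of bound Bodipy-FL-GTP per Rab7 bead population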
Bcl-B Bim block: inhibitors of Bim-Bcl-B interaction, human. bead-based flow cytometry, Bim peptide-Bcl-B binding. inhibition, % at 10 µM. 190,000 tested, 0.073% active;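 note: 0% = tracer peptide without compound and 100% = reference inhibitor peptide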
Target sequence (Q9HD36 whole entry, looked up): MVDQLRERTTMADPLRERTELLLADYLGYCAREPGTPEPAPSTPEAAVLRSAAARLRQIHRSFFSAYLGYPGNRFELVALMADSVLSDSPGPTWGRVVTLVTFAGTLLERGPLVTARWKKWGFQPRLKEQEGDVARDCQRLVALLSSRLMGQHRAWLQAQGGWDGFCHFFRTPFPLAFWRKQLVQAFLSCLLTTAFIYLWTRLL
Rab2A wt mod: changes GTP binding to wildtype dog Rab2A, up or down | P61105 | GST-Rab2 wt beads, Bodipy-GTP binding, flow cytometry | GTP binding activity, % at 10 µM | 190,000 tested, 0.19% active | AID 760;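 active = GTP binding activity at least 20 points away from 100%, either lowered or raised; inconclusive = signal likely due to the compound's own green fluorescence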;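 note: 0% = beads with excess unlabeled GTP and 100% = no-compound control corrected for plate trend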
Rac1 mut GTP: alters GTP binding to activated mutant human Rac1. P63000. GST-Rac1 activated beads, fluorescent GTP binding, flow cytometry; actives lie on both sides; 100% means binding = to untreated wells. percent activity (GTP binding), % at 10 µM. 190,000 tested, 0.11% active;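 active = GTP binding at least 20 percentage points away from the 100% baseline, in either direction, so actives lie on both sides; inconclusive = Compound likely fluorescent itself, or too few beads counted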
Bim-Bcl-2: human Bim-Bcl-2 interaction inhibition; Bead-based flow cytometry, Bim peptide-Bcl-2 binding; AID 950; 190,000 tested, 0.06% active; inhibition, % at 10 µM; P10415; in the data active = inhibition above about 40%; inconclusive = no clear call, values can overlap the other calls;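 note: 0% = no compound wells with probe peptide and 100% = reference peptide inhibitor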
Bcl-XL Bim block: inhibitors of Bim-Bcl-XL interaction, human; 190,000 tested, 0.04% active; Bim peptide-Bcl-XL binding, bead flow cytometry, fluorescence; Q07817; inhibition, % at 10 µM
Target sequence (Q07817 whole entry, looked up): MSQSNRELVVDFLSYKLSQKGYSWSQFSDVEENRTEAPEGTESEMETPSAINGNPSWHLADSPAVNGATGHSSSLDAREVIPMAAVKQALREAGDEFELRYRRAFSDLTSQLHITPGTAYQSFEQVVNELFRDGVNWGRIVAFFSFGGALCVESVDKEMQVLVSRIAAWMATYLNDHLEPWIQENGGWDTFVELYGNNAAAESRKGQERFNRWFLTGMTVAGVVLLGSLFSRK
Cdc42 wt GTP: changes GTP binding to wildtype human Cdc42 | P60953 | GST-Cdc42 beads, Bodipy-GTP binding, flow cytometry; actives lie on both sides | percent activity (GTP binding), % at 10 µM | 190,000 tested, 0.2% active;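 active = percent activity GTP binding at least 20 points away from the 100% baseline, either down as inhibitor or up as activator; inconclusive = compound flagged as likely green fluorescent from well-wide comparison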;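 note: median bead fluorescence of bound Bodipy-FL-GTP at 100 nM; 0% = excess unlabeled GTP control and 100% = no compound control; below 100% means less GTP binding so inhibitor and above means activator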
Target sequence (P60953 whole entry, looked up): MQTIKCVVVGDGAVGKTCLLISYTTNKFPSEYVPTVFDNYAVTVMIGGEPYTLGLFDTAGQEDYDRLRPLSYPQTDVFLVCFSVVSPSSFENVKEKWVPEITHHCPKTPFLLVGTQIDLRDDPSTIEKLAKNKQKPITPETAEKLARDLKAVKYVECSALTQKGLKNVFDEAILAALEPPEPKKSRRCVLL
Bim-Bfl-1: disrupts Bim binding to human Bfl-1; Bead-based flow cytometry, Bim-Bfl-1 binding inhibition; inhibition, % at 10 µM; 190,000 tested, 0.12% active;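 note: 0% = wells without compound plus tracer and 100% = blocker peptide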
The depositor's hits bear a star; ? = inconclusive. Cut-off read from the data, not from the text of the source, unless noted: active = inhibition above about 40%.

nr | SMILES | Rac1 wt GTP bind | Bim-Bfl-1 | Bcl-XL Bim block | HRas wt GTP | Bcl-W Bim block | Rac1 mut GTP
1 | Cc1noc2ncnc(Oc3ccccc3Cl)c12 | 96 | -5 | -1 | 96 | -2 | 95
2 | S=C(Nc1ccccc1Cl)N(Cc1ccccc1)Cc1cccnc1 | 103 | 5 | 1 | 105 | 0 | 103
3 | C/C(=N/NS(=O)(=O)c1ccc(Br)cc1)c1ccc(C)o1 | 101 | 0 | -12 | 101 | -7 | 99
4 | O=C(CSc1cc([N+](=O)[O-])cc(S(=O)(=O)Cc2ccccc2)c1)NC1CC1 | 108 | 8 | -2 | 104 | 0 | 100
5 | Cc1cccc(-n2ncc3c(NCCN4CCOCC4)ncnc32)c1 | 103 | -3 | 0 | 100 | -1 | 100
6 | CN(O)/C=c1/ccc2c(n1)C(=O)C=CC=2 | 104 | -8 | -3 | 101 | -6 | 99
7 | Cc1cc(NC(=O)CSc2nnc(C3COc4ccccc4O3)n2C)no1 (stereo not given) | 95 | 4 | -3 | 95 | 0 | 95
8 | N#C/C(=C/c1cccc([N+](=O)[O-])c1)c1nnc2n1CCCCC2 | 103 | -7 | -7 | 96 | -4 | 100
9 | Cc1ccc(N(C(=O)Cn2nnc(-c3ccccc3)n2)C(C(=O)NC2CCCCC2)c2ccccn2)cc1C (stereo not given) | 101 | -3 | -7 | 100 | -5 | 100
10 | O=C(c1ccncc1)N(c1ccc2oc3c(c2c1)CCCC3)S(=O)(=O)c1ccc(F)cc1 | 104 | -1 | -6 | 99 | -2 | 99

nr | Rab7 wt modul | Rab2A wt mod | Cdc42 wt GTP | Bim-Bcl-2 | Bcl-B Bim block
1 | 106 | 97 | 96 | -4 | -1
2 | 95 | 104 | 105 | 4 | -1
3 | 98 | 99 | 96 | -10 | -5
4 | 104 | 102 | 98 | 3 | -9
5 | 98 | 98 | 105 | -1 | -2
6 | 99 | 98 | 104 | -6 | -11
7 | 94 | 96 | 97 | 0 | 2
8 | 96 | 98 | 102 | -4 | -8
9 | 100 | 100 | 97 | -2 | -7
10 | 99 | 100 | 101 | -3 | -9

Additional structures.
nr | SMILES | Rac1 wt GTP bind | Bim-Bfl-1 | Bcl-XL Bim block | HRas wt GTP | Bcl-W Bim block | Rac1 mut GTP
11 | CC(C)Nc1nc(NC(C)C)nc(N(C#N)CCOc2ccc(Cl)cc2Cl)n1 | 101 | 0 | -2 | 98 | -1 | 95
12 | Cc1cc(C)nc(N2CCCC(C(=O)NC(C)CCc3ccco3)C2)n1 (stereo not given) | 93 | 0 | -4 | 96 | -1 | 95
13 | Cc1ccc2nc(/C(C#N)=C/c3ccc(-c4cccc([N+](=O)[O-])c4)o3)[nH]c2c1 | 102 | 1 | -2 | 99 | -1 | 97
14 | Cc1cccc(NC(=S)NCC(C)CSc2ccc(Cl)cc2)c1 (stereo not given) | 98 | -4 | -1 | 102 | 0 | 95
15 | NS(=O)(=O)c1ccc(Nc2nc(-c3ccc4ccccc4c3)cs2)cc1 | 99 | -2 | -1 | 98 | 3 | 98
16 | CN1CCN(C(=O)C2=C[C@@H](c3coc4ccccc4c3=O)C[C@@H](OCCCCO)O2)CC1 | 97 | -4 | -3 | 98 | 0 | 96
17 | N#Cc1nc(COc2ccc(F)cc2)oc1NCCN1CCOCC1 | 98 | -13 | 1 | 97 | 0 | 95
18 | CNc1ccc(Br)cc(C(=O)/C=C/c2cc(OC)ccc2OC)c1=O | 95 | 42* | 26 | 95 | 22 | 95
19 | CCN(C(=O)COc1ncnc2ccc(Br)cc12)C1CCS(=O)(=O)C1 (stereo not given) | ? | -14 | -2 | ? | 0 | ?
20 | Cc1ccc(CN(C#N)c2nc(C)cc(C)n2)cc1 | 102 | -21 | -3 | 102 | -1 | 97

nr | Rab7 wt modul | Rab2A wt mod | Cdc42 wt GTP | Bim-Bcl-2 | Bcl-B Bim block
11 | 96 | 96 | 97 | -2 | -1
12 | 95 | 96 | 98 | -2 | -4
13 | 102 | 97 | 97 | 1 | -2
14 | 106 | 99 | 94 | -4 | -2
15 | 95 | 96 | 96 | -5 | -5
16 | 97 | 96 | 98 | -5 | -1
17 | 99 | 96 | 99 | -13 | -6
18 | 99 | 94 | 92 | 25 | -21
19 | ? | ? | ? | -7 | -7
20 | 99 | 98 | 102 | -12 | -10

An excerpt of these results, as a markdown table:
| item | structure | Rac1 wt GTP bind | Bim-Bfl-1 | Bcl-XL Bim block | HRas wt GTP | Bcl-W Bim block | Rac1 mut GTP | Rab7 wt modul | Rab2A wt mod | Cdc42 wt GTP | Bim-Bcl-2 | Bcl-B Bim block |
| --- | --- | --- | --- | --- | --- | --- | --- | --- | --- | --- | --- | --- |
| 20 | Cc1ccc(CN(C#N)c2nc(C)cc(C)n2)cc1 | 102 | -21 | -3 | 102 | -1 | 97 | 99 | 98 | 102 | -12 | -10 |
| 15 | NS(=O)(=O)c1ccc(Nc2nc(-c3ccc4ccccc4c3)cs2)cc1 | 99 | -2 | -1 | 98 | 3 | 98 | 95 | 96 | 96 | -5 | -5 |

Records 14 through 20 from above:
nr | SMILES | Rac1 wt GTP bind | Bim-Bfl-1 | Bcl-XL Bim block | HRas wt GTP | Bcl-W Bim block | Rac1 mut GTP
14 | Cc1cccc(NC(=S)NCC(C)CSc2ccc(Cl)cc2)c1 (stereo not given) | 98 | -4 | -1 | 102 | 0 | 95
15 | NS(=O)(=O)c1ccc(Nc2nc(-c3ccc4ccccc4c3)cs2)cc1 | 99 | -2 | -1 | 98 | 3 | 98
16 | CN1CCN(C(=O)C2=C[C@@H](c3coc4ccccc4c3=O)C[C@@H](OCCCCO)O2)CC1 | 97 | -4 | -3 | 98 | 0 | 96
17 | N#Cc1nc(COc2ccc(F)cc2)oc1NCCN1CCOCC1 | 98 | -13 | 1 | 97 | 0 | 95
18 | CNc1ccc(Br)cc(C(=O)/C=C/c2cc(OC)ccc2OC)c1=O | 95 | 42* | 26 | 95 | 22 | 95
19 | CCN(C(=O)COc1ncnc2ccc(Br)cc12)C1CCS(=O)(=O)C1 (stereo not given) | ? | -14 | -2 | ? | 0 | ?
20 | Cc1ccc(CN(C#N)c2nc(C)cc(C)n2)cc1 | 102 | -21 | -3 | 102 | -1 | 97

nr | Rab7 wt modul | Rab2A wt mod | Cdc42 wt GTP | Bim-Bcl-2 | Bcl-B Bim block
14 | 106 | 99 | 94 | -4 | -2
15 | 95 | 96 | 96 | -5 | -5
16 | 97 | 96 | 98 | -5 | -1
17 | 99 | 96 | 99 | -13 | -6
18 | 99 | 94 | 92 | 25 | -21
19 | ? | ? | ? | -7 | -7
20 | 99 | 98 | 102 | -12 | -10
